High-throughput results (PubChem)
LGR2 inh – inhibitors of bursicon-induced Drosophila LGR2 receptor cAMP signaling; HEK293 LGR2, CRE-luciferase, bursicon-stimulated, 4 h; inhibition, % at 9.99 µM; 380,000 compounds, 0.35% hits;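 active means drop in luminescence signal, shown as inhibition above about 50% in the replicate tests, limit read from the data, passing the limit was not always enough; inconclusive means probably only some replicates passing the limit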;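 further: agonist challenge used bursicon conditioned medium at about half maximal strength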
CASP6 VEID inh – caspase-6 (human) enzyme inhibition. P55212. purified caspase-6, Z-VEID-R110 cleavage fluorescence. inhibition, % at 12.5 µM. 350,000 compounds, 0.53% hits. AID 686996;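 active means mean inhibition across replicates at least about 35%, with every replicate also reaching that limit, limit read from the data; inconclusive means only one of the two criteria met; inactive means neither criterion met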;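 further: 0% = median of neutral control wells and 100% = no fluorescence left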
Target sequence (P55212 24-179 limits assumed): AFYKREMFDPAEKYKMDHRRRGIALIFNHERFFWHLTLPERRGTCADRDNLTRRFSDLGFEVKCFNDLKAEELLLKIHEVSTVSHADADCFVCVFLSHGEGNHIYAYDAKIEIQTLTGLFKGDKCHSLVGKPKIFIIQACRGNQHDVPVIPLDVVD
Target sequence (P55212 194-293 limits assumed): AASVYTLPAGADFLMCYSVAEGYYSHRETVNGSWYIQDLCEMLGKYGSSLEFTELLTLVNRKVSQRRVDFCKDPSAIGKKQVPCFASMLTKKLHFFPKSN
SIRT5 inh – inhibitors of human sirtuin-5 desuccinylase. Q9NXA8. Purified SirT5, succinyl-peptide AMC, trypsin-coupled fluorescence. inhibition, % at 15 µM. 330,000 compounds, 1.1% hits; in the data active means inhibition above about 15%; inconclusive means no clear call, values can overlap the other calls
Target sequence (Q9NXA8 whole entry, looked up): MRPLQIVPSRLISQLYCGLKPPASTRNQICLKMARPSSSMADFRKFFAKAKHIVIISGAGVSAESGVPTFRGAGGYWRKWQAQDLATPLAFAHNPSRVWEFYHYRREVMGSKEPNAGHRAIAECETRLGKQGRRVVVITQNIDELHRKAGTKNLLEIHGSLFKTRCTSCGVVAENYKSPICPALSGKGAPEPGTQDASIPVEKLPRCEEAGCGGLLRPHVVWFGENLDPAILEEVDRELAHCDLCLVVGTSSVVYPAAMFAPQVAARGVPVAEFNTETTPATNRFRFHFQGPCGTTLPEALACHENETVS
FN deposit inh – fibronectin deposition inhibition. AH1F fibroblasts, Alexa488-fibronectin deposition fluorescence, overnight. inhibition, % at 12.6 µM. 350,000 compounds, 0.086% hits. AID 743247;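 active means mean inhibition across replicates of 30% or more, regardless of how many single replicates reach that level; inconclusive means mean under 30% yet at least half of replicates reach 30%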;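 further: positive control wells lacked labelled fibronectin entirely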
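Measured by – fluorescence 485/525 nm · System – AH1F fibroblast monolayer, labelled fibronectin deposition · Amount – 10000 cells per well · Buffer or medium – serum-reduced DMEM (2% serum) · Doses – single dose, pinned · Also added – fluorescent fibronectin at 24 nM final · Schedule – 1 h cell attachment, overnight exposure to compound and label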
Statin myotox sup – suppressors of simvastatin-induced myotoxicity in C2C12 myotubes; ATP luminescence, 48 h; scaled: DMSO 0, geranylgeraniol control 100; AID 602340; 330,000 compounds, 0.78% hits; rescue of ATP level, % at 7.49 µM;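 active means mean ATP rescue above about 67%, or every replicate alone reaching that limit, limit read from the data, passing the limit was not always enough; inconclusive means no clear call, values can overlap the other calls; inactive means mean under the limit and some replicate under it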;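 further: myotubes were challenged with 10 µM simvastatin during compound exposure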
esBAF inh – SWI/SNF esBAF complex inhibition; mouse ES cells, Bmi1-luciferase knock-in reporter, 24 h; 100% = twice the neutral-well signal; AID 602393; 350,000 compounds, 2% hits; reporter increase, % at 12.5 µM; in the data active means activation above about 40%; inconclusive means no clear call, values can overlap the other calls;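 further: 0% = median of the plate's neutral control wells and 100% = double that signal; a rise in the Bmi1 reporter signal indicates esBAF inhibition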
S100A4 MyoIIA – S100A4-myosin IIA interaction inhibition. S100A4/TAMRA-MyoIIA peptide fluorescence polarization. inhibition, % at 10.7 µM. 360,000 compounds, 0.14% hits. AID 652163;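 active means mean inhibition of at least 70% across replicates, with every replicate also reaching that level; inconclusive means mean inhibition reaches 70% but some replicates fall short; inactive means mean inhibition below 70%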
Target sequence (P26447 whole entry, looked up): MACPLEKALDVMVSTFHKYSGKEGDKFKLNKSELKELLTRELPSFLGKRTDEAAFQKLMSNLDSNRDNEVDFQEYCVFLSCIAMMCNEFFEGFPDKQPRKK
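Material: S100A4 monomer protein | Medium: HEPES pH 7.2 with CaCl2, KCl, NaCl, DTT, Triton | Reagent: Labelled myosin peptide probe, 5 nM | Doses: One dose per compound | Times: 5 min incubation before reading | Benchmarks: Neutral control DMSO, positive control TFP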
* = called active by the depositor; u = inconclusive; x = not tested or not shown; & = joins results of further samples. An excerpt. The share of hits here may be higher or lower than overall.

SMILES	LGR2 inh	CASP6 VEID inh	SIRT5 inh	FN deposit inh	Statin myotox sup	esBAF inh	S100A4 MyoIIA
CC(NC(=O)COC(=O)c1cc(Cl)nc(Cl)c1)c1ccccc1 (stereo not given)	-25.4	0.8	1.1	1.2	14.0	-1.7	-0.5
C[C@@H]1CN([C@H](C)CO)C(=O)Cc2cc(NC(=O)Cc3ccccc3)ccc2O[C@H]1CN(C)Cc1ccc(C(F)(F)F)cc1	1.8	0.0	10.8	-15.0	41.5	-2.9	10.3
N/C(=N\OC(=O)CCC1CCCC1)c1ccc(Cl)cc1	-44.1	25.3	-5.4	-3.0	x	x	-2.8
COc1cccc(S(=O)(=O)N2C[C@@H](O)COC[C@@H]3O[C@@H](CC(=O)N4CCN(C)CC4)CC[C@H]32)c1	-6.6	-13.5	-1.8	-0.2	-7.4	-6.2	-5.6
COc1ccc(NC(=O)N(C)C[C@H]2Oc3c(NC(=O)c4ccc(-c5nccs5)cc4)cccc3C(=O)N([C@H](C)CO)C[C@H]2C)cc1	-10.2	-2.3	2.5	x	x	-0.5	5.5
O=C(N[C@H]1CC[C@H](CCNS(=O)(=O)c2ccc(F)cc2)O[C@@H]1CO)c1ccccn1	11.6	1.2	-4.3	x	-8.0	0.0	2.6
CC1CCN(c2ncnc3nc[nH]c23)CC1	3.3	-1.0	0.2	6.0	-1.2	-6.9	0.6
C#CCN(C(=O)CC1C(=O)NCCN1C/C=C/c1ccccc1)C1CCCCC1 (stereo not given)	20.8	0.7	-3.4	x	x	x	0.7
COc1ccc(C#Cc2cccc(-c3nc(C(=O)NCc4ccc(Oc5ccccc5)cc4)cc4c3[C@@H](CCO)N(S(=O)C(C)(C)C)C4)c2)cc1OC (stereo not given in full)	-0.9	1.1	-1.1	-7.3	1.9	0.3	-6.6
CCn1nnnc1NCc1ccc(Cl)cc1	4.6	-2.3	-0.6	7.9	-13.4	-0.9	-1.1
Cc1ccc(CSc2nc3ccccc3c(=O)n2CCCC(=O)NCc2ccco2)cc1	x	x	x	-10.1	-3.6	12.6	x
Cc1nnc(SCC(N)=O)n1CC1CCCO1 (stereo not given)	x	x	x	0.9	-24.4	3.8	x
C[C@H](O)C#Cc1ccc2c(c1)O[C@@H](CN(C)Cc1ccncc1)[C@@H](C)CN([C@H](C)CO)S2(=O)=O	16.9	2.6	1.1	5.1	-0.6	-1.0	4.5
COc1cc(CNc2ccccc2SC)ccc1O	x	x	x	-8.3	3.2	2.8	x
COc1cc(OC)c(OC)cc1CN1CCc2ccccc2C1	-6.5	1.0	0.0	x	4.8	-7.4	2.1
O=C(NCC[C@@H]1CC[C@@H](NC(=O)c2cccnc2)[C@@H](CO)O1)Nc1ccc(Cl)cc1	-5.3	-5.1	0.1	x	-7.4	4.1	15.1
Nc1cccc(Nc2ccccc2)c1	-10.9	0.3	4.7	-5.2	x	x	-0.2
COc1ccccc1S(=O)(=O)N1[C@@H]2CNC[C@H]1C2c1ccc(-c2ccccc2)cc1 (stereo not given in full)	5.9&-12.4	-4.1&1.6	2.2&0.4	-24.2&-5.8	x	x	-10.4&-28.8
C[C@@H]1CN([C@H](C)CO)C(=O)Cc2cc(NC(=O)Cc3ccccc3)ccc2O[C@H]1CN(C)Cc1ccc2c(c1)OCO2	3.7	-0.2	3.8	5.0	35.1	-0.3	7.9
O=S(=O)(c1ccccc1F)N1CCCCN2[C@H](CO)[C@@H](c3ccc(-c4ccncc4)cc3)[C@H]2C1	-4.7	x	-4.4	x	x	x	1.5
Cc1ccc(Nc2cc(-n3cccn3)ncn2)c(C)c1	-51.9	-4.3	-2.9	x	3.1	u	-4.1
Cc1ccc(S(=O)(=O)NC(=O)Nc2cc(C)no2)cc1	12.8	-1.6	0.1	-0.7	0.9	-0.3	-1.0
COc1ccc(NC(=O)Nc2ccc3c(c2)C(=O)N([C@@H](C)CO)C[C@@H](C)[C@H](CN(C)S(=O)(=O)c2ccc(C)cc2)OCCCC[C@@H](C)O3)cc1	-14.3	1.1	4.2	x	x	6.0	2.1
COc1ccccc1NC(=O)/C(C#N)=C/c1cc([N+](=O)[O-])ccc1N1CCCC1	x	0.6	-0.5	10.1	x	x	-2.0
Cc1ccc2nc(SCC(=O)N3N=C(c4cccs4)CC3c3ccc(F)cc3)nc(=O)n2c1 (stereo not given)	3.8	2.8	x	10.8	-1.4	6.5	-3.6
COc1ccc(OC)c(N(CC(=O)N2CCCC2)S(=O)(=O)c2ccccc2)c1	18.6	0.0	-4.0	-4.1	-3.6	-2.0	-2.1
CC(=O)c1ccc(NC(=S)N2CCCC(CO)C2)cc1 (stereo not given)	-16.2	-4.0	-5.1	5.9	x	x	-6.5
O=C(NCCc1cnccn1)C1CCC(=O)N(Cc2ccc(Cl)cc2)C1 (stereo not given)	-10.6	1.0	5.7	-1.6	-1.3	-6.6	-13.3
CC(C)(C)OC(=O)N1CCC(C(=O)Nc2cccc(C(=O)NC3CC3)c2)CC1	8.4	-0.1	0.2	-2.7	1.7	0.3	-1.6
CO[C@H]1CN(C)C(=O)c2ccc(NS(=O)(=O)c3ccc(Oc4ccccc4)cc3)cc2OC[C@@H](C)NC[C@H]1C	2.5	6.2	-3.7	-4.2	-6.2	-0.9	3.2
C[C@@H]1CN([C@H](C)CO)C(=O)c2cc(-c3cccc(C#N)c3)cnc2O[C@H]1CN(C)Cc1cccnc1	3.1	-1.1	-2.6	-3.2	-0.7	1.2	0.7
CCOC(=O)C1(C)CCN1C(=O)c1ccc(OC)c(OC)c1 (stereo not given)	-22.7	-4.7	2.2	-4.3	30.3	0.9	-1.7
Cc1ccc(S(=O)(=O)N(C)C[C@@H]2Oc3c(NC(=O)c4cc(C)nn4C)cccc3C(=O)N([C@H](C)CO)C[C@H]2C)cc1	-27.4	x	-2.7	x	-9.3	7.3	5.2
COc1ccc(S(=O)(=O)N2CCC(C(=O)NCCC(=O)Nc3ccccc3OC)CC2)cc1	3.3	-2.6	-1.3	-12.5	3.7	3.0	-9.5
CC(=O)c1ccc(N2C(=O)CC(N3CCN(S(=O)(=O)c4ccc(C)c(C)c4)CC3)C2=O)cc1 (stereo not given)	10.1	0.9	-9.0	1.2	-6.7	-1.6	2.9
CCCCCCc1nnc(NC(=O)OCC)s1	x	x	x	3.4	5.0	1.6	x
C[C@H](CO)N1C[C@H](C)[C@@H](CN(C)C(=O)C2CCCCC2)Oc2ncc(C#CC(C)(C)O)cc2C1=O	-5.6	x	x	x	19.4	1.5	x
CCOC(=O)C1=C(C)Nc2[nH]c(=O)[nH]c(=O)c2C1c1cccs1 (stereo not given)	0.6	0.5	0.6	-6.7	0.0	-0.6	0.9
O=C1NC(=O)C(c2cccs2)(c2cccs2)N1	-1.0	5.0	1.4	0.5	-20.1	-4.0	-1.6
COCCNC(=O)C[C@H]1CC[C@@H]2[C@@H](COc3ccc(NC(=O)C4CCOCC4)cc3C(=O)N2C)O1	5.0	-1.3	4.0	-11.9	-17.4	0.8	-0.2
COc1cc(C(=O)Nc2ccc3c(c2)nc(C)n3C)cc(OC)c1OC	-25.9	-0.2	9.8	-6.3	-27.5	-12.6	-9.1
C[C@@H]1CN([C@@H](C)CO)C(=O)c2cc(NS(=O)(=O)c3ccc(Cl)cc3)ccc2O[C@@H]1CN(C)CC1CCCCC1	3.2	-4.6	-1.6	-4.6	-15.1	-1.8	-3.4
O=C(Nc1ccccc1N1CCCC1)C1CCCO1 (stereo not given)	-7.1	-3.4	-5.7	5.0	11.2	-3.8	-6.5
COC(=O)c1cc(S(=O)(=O)N2CCN(C(=O)c3ccco3)CC2)cn1C	-6.4	-3.7	11.0	14.3	3.4	-0.7	-4.4
Cc1ccccc1C(C)(O)c1cnc(C)n1Cc1ccccc1 (stereo not given)	2.0	-2.1	-3.8	12.5	-5.5	-1.3	-16.2

Compounds listed so far containing fluorine (four):
SMILES	LGR2 inh	CASP6 VEID inh	SIRT5 inh	FN deposit inh	Statin myotox sup	esBAF inh	S100A4 MyoIIA
C[C@@H]1CN([C@H](C)CO)C(=O)Cc2cc(NC(=O)Cc3ccccc3)ccc2O[C@H]1CN(C)Cc1ccc(C(F)(F)F)cc1	1.8	0.0	10.8	-15.0	41.5	-2.9	10.3
O=C(N[C@H]1CC[C@H](CCNS(=O)(=O)c2ccc(F)cc2)O[C@@H]1CO)c1ccccn1	11.6	1.2	-4.3	x	-8.0	0.0	2.6
O=S(=O)(c1ccccc1F)N1CCCCN2[C@H](CO)[C@@H](c3ccc(-c4ccncc4)cc3)[C@H]2C1	-4.7	x	-4.4	x	x	x	1.5
Cc1ccc2nc(SCC(=O)N3N=C(c4cccs4)CC3c3ccc(F)cc3)nc(=O)n2c1 (stereo not given)	3.8	2.8	x	10.8	-1.4	6.5	-3.6

The listing continues:
SMILES	LGR2 inh	CASP6 VEID inh	SIRT5 inh	FN deposit inh	Statin myotox sup	esBAF inh	S100A4 MyoIIA
O=Cc1c[nH]c2ccc(S(=O)(=O)N3CCOCC3)cc12	6.0	2.7	1.5	4.3	x	x	-0.7
COC(=O)c1ccc(CNC(=O)c2cc(COc3cncc(Cl)c3)on2)cc1	13.3	-2.4	7.3	4.6	-2.6	0.1	0.3
CSc1ccccc1C(=O)N1CCC(n2nccc2NC(=O)C(C)(C)C)CC1	7.8	0.9	-1.2	-2.8	x	x	-0.9
O=C(NC(=S)Nc1cccc([N+](=O)[O-])c1)c1ccccc1	-49.4	-0.4	-3.6	1.8	x	x	-2.1
CC1CCc2sc(C(=O)NN=C3CCCC3)cc2C1 (stereo not given)	-11.8	-1.8	-2.9	-25.9	-4.7	2.5	-9.2
CCOC(=O)C1(C)NC(c2ccc(OC)cc2OC)C2C(=O)N(c3cccc(OC)c3)C(=O)C21 (stereo not given)	x	x	x	-5.2	-5.7	-11.6	x
CCOC(=O)N1CCC(NC(=O)c2cc(C(=O)NC3CCCC3)ccc2CO)CC1	8.2	1.9	-0.8	2.4	-7.7	-1.6	5.6
COc1cc(OC)cc(-c2c(-c3cccs3)c3cc(-c4ccc(SC)cc4)ccc3n2C)c1	-28.8	-0.5	-4.6	-22.8	2.0	3.0	-1.2
O=C(Cn1ncc(N2CCCC2)c(Cl)c1=O)c1ccc(Cl)cc1	-40.6	1.2	-3.0	-4.2	-0.8	u	-3.5
O=C(O)CSCC(=O)Nc1ccc(C(F)(F)F)cc1	13.7	-3.4	11.6	8.5	x	x	-2.2
CCc1ccc(OC(=O)c2cncc(Br)c2)cc1	-13.4	0.2	-0.6	-4.1	16.2	6.6	-5.0
CSc1ccccc1NC(=O)c1noc(C)c1[N+](=O)[O-]	3.5	-1.2	-2.6	3.4	-4.7	2.1	0.0
Cn1nccc1NC(=O)CC(CC(=O)O)c1ccccc1 (stereo not given)	0.1	-3.6	0.5	8.5	x	x	9.3
Cc1cccc2cc(CNCC3CCCO3)c(Cl)nc12 (stereo not given)	7.0	1.5	1.0	-12.4	x	x	-16.0
COc1ccc(C2CC(c3ccccc3)=NN2c2ccc(S(N)(=O)=O)cc2)cc1 (stereo not given)	-45.0	2.6	-2.3	9.3	x	x	1.1
Cc1ccc(CNC(=O)C2CC(c3cccc([N+](=O)[O-])c3)=NO2)o1 (stereo not given)	-81.9	0.6	1.4	-6.6	7.2	45.3*	-13.0
CC(C)(C)CC(C)(C)SSc1n[nH]c(=S)s1	1.1	37.5*	0.5	-2.7	1.8	4.4	-3.4
CCOCCCNC(=O)c1ccc(CS(=O)(=O)c2cccc(C(F)(F)F)c2)o1	-6.8	5.6	1.0	-0.4	-0.7	-2.3	0.4
C[C@@H]1CN([C@H](C)CO)C(=O)c2cc(C3=CCCCC3)cnc2O[C@H]1CN(C)CC1CCOCC1	-2.7	1.7	8.2	x	-18.8	-1.9	-8.9
